aGlu spleen mod: inhibits or activates alpha-glucosidase in human spleen homogenate | Potency, µM (top dose mostly 79.9 µM), for the others: top-dose activity change, negative = inhibition, actives largely listed as inhibitors | hit rate 0.006% among 240,000 | human spleen homogenate, 4-MU-alpha-glucoside fluorescence;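 further: 0% = enzyme with vehicle and -100% = no enzyme basal signal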
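Human spleen homogenate (1 ug) with 4-methylumbelliferyl-alpha-D-glucopyranoside (1 mM final) in 50 mM citrate/phosphate pH 5.0, 0.01% Tween-20; 40 min at 37 C. Stopped at pH 10; 4-MU fluorescence Ex 365/Em 440 nm; AC50 by Hill fit.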
GAA glycogen mod: alters human alpha-glucosidase cleavage of glycogen; AID 2100; hit rate 0.38% among 300,000; Potency, µM (doses to about 76.4 µM), without a hit: at the top dose activity change, negative = inhibition, most hits filed as inhibitors; recombinant GAA, glycogen substrate, Amplex Red glucose oxidase fluorescence; P10253;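 further: 0% = full enzyme reaction and -100% = no-enzyme basal signal; the screen sought inhibitors and activators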
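Recombinant human alpha-glucosidase (4 nM final) hydrolysed bovine liver glycogen (30 ug) for 40 min at 37 C in pH 5.0 citrate/phosphate with 0.01% Tween-20. Released glucose detected by glucose oxidase/Amplex Red, Ex 573/Em 610 nm. Compounds up to 77 uM; AC50 from Hill fits.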
GLA spleen mod: alpha-galactosidase A (human) modulation. Potency, µM (series often up to 80 µM), inactives show at the top dose activity change, negative = inhibition, actives largely listed as inhibitors. human spleen homogenate, 4MU-alpha-Gal fluorescence, 40 min. hit rate 0.008% among 240,000;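 further: 0% = enzyme with vehicle and -100% = no enzyme basal signal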
Target sequence (P06280 32-429 limits assumed): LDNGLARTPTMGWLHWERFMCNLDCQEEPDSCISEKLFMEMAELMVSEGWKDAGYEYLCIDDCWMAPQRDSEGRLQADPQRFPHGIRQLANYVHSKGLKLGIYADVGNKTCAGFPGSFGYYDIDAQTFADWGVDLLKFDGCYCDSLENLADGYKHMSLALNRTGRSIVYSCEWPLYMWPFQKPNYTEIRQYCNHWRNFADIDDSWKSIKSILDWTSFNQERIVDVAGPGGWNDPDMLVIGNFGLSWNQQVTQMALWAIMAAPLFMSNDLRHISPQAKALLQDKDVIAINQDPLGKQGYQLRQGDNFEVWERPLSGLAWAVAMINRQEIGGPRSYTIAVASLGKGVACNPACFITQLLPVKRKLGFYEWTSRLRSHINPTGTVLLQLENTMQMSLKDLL
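Human spleen homogenate (1 ug) was the enzyme source, with 4-methylumbelliferyl-alpha-D-galactopyranoside (1 mM final) in pH 5.0 citrate buffer with 0.01% Tween-20. Compounds were titrated; after 40 min at 37C, NaOH/glycine stop, 4-MU fluorescence read; AC50 from Hill fits.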
GAA inh: blocks human lysosomal alpha-glucosidase; P10253; purified human GAA, 4-MU-alpha-glucoside fluorescence; Potency, µM (highest dose often 76.9 µM), for the others: at the highest dose activity change, negative = inhibition, usual class: inhibitors; hit rate 0.005% among 200,000; AID 1466;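 further: plate controls were uninhibited enzyme wells for no effect and no-enzyme background for full effect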
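Read-out is 4-methylumbelliferone fluorescence (Ex 365/Em 440 nm) after NaOH/glycine stop at pH 10. Enzyme 4 nM, substrate 400 uM, pH 5.0 citrate buffer, 20 min room temperature; AC50 from Hill-equation concentration-response.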
HTT ATP protect: protects HTT-Q103 PC12 cells, measured by ATP | hit rate 0.14% among 230,000 | AID 1471 | PC12 HTT-Q103 induced, cytoprotection, ATP luminescence, 40 h | Potency, µM (titrated, usually from 56.4 µM), for the others: cytoprotection (ATP increase), most hits filed as activators;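 further: % of control where 0% means no effect; nearly all actives have a fitted effect of over 45% in size; toxic huntingtin expression switched on by the ecdysone agonist tebufenozide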
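PC12 cells stably carrying ecdysone-inducible Htt exon 1 (Q103)–GFP were induced with 100 nM tebufenozide (final) alongside library compounds in a dose series. Cytoprotection was scored as retained ATP by ATPlite luminescence.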
Tau fibril ThT: blocks human tau fibril formation measured by thioflavin T | hit rate 2.1% among 270,000 | recombinant tau K18 P301L, heparin-induced fibrillization, ThT fluorescence | Potency, µM (series often up to 57.4 µM), for the others: top-dose activity, negative = inhibition, most hits filed as inhibitors; further: on the % scale 0 is the no-effect control and ±100 the full control effect; nearly all actives have a fitted effect of over 55% in size
Target sequence (P10636 561-689 P618L limits assumed): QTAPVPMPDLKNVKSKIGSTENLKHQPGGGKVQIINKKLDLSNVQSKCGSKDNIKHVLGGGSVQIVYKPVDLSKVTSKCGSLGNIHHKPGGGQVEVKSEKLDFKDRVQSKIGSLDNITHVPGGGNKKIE
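Fibril formation assay: tau K18 P301L at 15 uM with trace Alexa 594 label, heparin inducer 20 uM, pH 7 sodium acetate buffer, 37 C for 6 hr; endpoint ThT signal.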
Tau fluor cs: counter-screen for tau fibril formation inhibitors. tau K18 P301L Alexa594 fluorescence, heparin fibrillization. Potency, µM (top dose mostly 57.7 µM), for the others: top-dose activity change, negative = decrease. hit rate 0.93% among 280,000; further: on the % scale 0 is the no-effect control and ±100 the full control effect; nearly all actives have a fitted effect of over 55% in size
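Human tau K18 P301L (15 uM unlabeled, 0.24 uM Alexa 594-labeled) in 100 mM sodium acetate pH 7 with 20 uM heparin, 6 hr at 37 C. ThT 30 uM added, 1 hr ambient; Alexa 594 FP and total fluorescence read at 555/632 nm.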
Tau fibril FP: blocks human tau fibril formation measured by polarization | P10636 | K18 P301L tau heparin fibrillization, Alexa594 FP, 6 h | Potency, µM (highest dose often 57.7 µM), inactives show at the highest dose activity, negative = inhibition, hits mostly inhibitors | hit rate 0.39% among 280,000 | AID 1468; further: on the % scale 0 is the no-effect control and ±100 the full control effect; nearly all actives have a fitted effect of over 55% in size
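Human tau K18 […] P301L fragment, 15 uM unlabeled plus 0.24 uM Alexa 594-labeled tau (final), with compound and 20 uM heparin in 100 mM sodium acetate pH 7; 6 hr at 37 C, then Alexa 594 FP read.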
Numbers without * were called inactive; ? = inconclusive; . = no result given; & = joins results of further samples; [ ] = dose if it differs, or a comment. The call rests on the fitted dose curve; in most records, active means well fitted curve in the direction sought with a large enough effect; inconclusive means small, poorly fitted or top-dose-only effect, or another doubt; inactive means no such curve, though single readings can be large; an effect the other way counts as inactive or inconclusive. Potency means the concentration at half of the fitted maximal effect.

No.	canonical_smiles	GAA inh	Tau fibril ThT	Tau fibril FP	aGlu spleen mod
1	Nc1nc2nccc(-c3cccnc3)n2n1	3.9%	-8.8%	-2.7%	-2.0%
2	Cc1ccc(C(c2nnnn2CS(=O)(=O)c2ccc(C)cc2)N2CCN(c3ncccn3)CC2)cc1 (configuration not stated)	-5.1%	-9.6%	6.5%	4.6%
3	O=C(CCSc1nc(-c2ccc3c(c2)OCO3)cc(C(F)(F)F)n1)NCc1ccco1	?	-7.1%	-7.2%	6.7%
4	O=C(CCCn1c(SCC(=O)NCCc2ccccc2)nc2ccccc2c1=O)NCC1CCCO1 (configuration not stated)	-2.2%	1.3%	7.4%	1.3%
5	Cc1nc(N2C(=O)c3oc4ccccc4c(=O)c3C2c2cccc(OCCC(C)C)c2)sc1C (configuration not stated)	.	0.4%	5.9%	.
6	CCOC(=O)c1sc(=S)n(CC)c1NC(=O)CC	1.7%	-6.4%	2.1%	5.3%
7	CCCCN(C)CCC(=O)Nc1ccc(Cl)cc1	5.7%	8.7%	-7.2%	4.3%
8	O=C(CNC(=O)c1cccs1)NCC(=O)OCc1ccccc1Br	-3.4%	0.0%	5.2%	-2.9%
9	O=C(Nc1cc(Cl)cc(Cl)c1)C1CCC(=O)N1Cc1ccccc1Cl (configuration not stated)	?	-8.3%	-15.3%	-0.2%
10	Cc1cccc(OCCSc2nc3ccccc3n2CC(=O)N2CCOCC2)c1	.	-7.5%	-8.9%	.

No.	GLA spleen mod	Tau fluor cs	HTT ATP protect	GAA glycogen mod
1	-7.7%	0.8%	-20.1%[10 µM]	1.9%
2	2.7%	-13.2%	-3.4%[10 µM]	-2.5%
3	3.3%	-5.9%	1.3%	-4.1%
4	8.5%	-2.3%	-34.2%	7.1%
5	.	-4.8%	.	12.0%[76.3 µM]
6	-1.0%	-6.0%	18.4%	5.2%
7	8.1%	-0.8%	.	-10.2%
8	8.5%	4.9%	-10.4%	-3.8%
9	-0.2%	?	-15.5%[10 µM]	-5.3%
10	.	-7.0%	.	-8.6%[76.3 µM]

Brought forward from above: two compounds, followed by the next part.
No.	canonical_smiles	GAA inh	Tau fibril ThT	Tau fibril FP	aGlu spleen mod
9	O=C(Nc1cc(Cl)cc(Cl)c1)C1CCC(=O)N1Cc1ccccc1Cl (configuration not stated)	?	-8.3%	-15.3%	-0.2%
10	Cc1cccc(OCCSc2nc3ccccc3n2CC(=O)N2CCOCC2)c1	.	-7.5%	-8.9%	.
11	CC(=O)N1CCN(C(=O)CCc2c[nH]c3ccccc23)CC1	-0.4%	1.2%	3.0%	-19.1%
12	Cc1cc(C)cc(Nc2nc3ccccc3c(=O)[nH]2)c1	-7.2%	-12.1%	-8.9%	-12.4%
13	CCC(=O)NC(=S)Nc1cc(C(=O)O)ccc1OC	5.5%	-4.1%	3.8%	1.1%
14	CCOC(=O)N1CCN(C(=O)c2cccn3c(=O)c4cc(Br)ccc4nc23)CC1	?	-9.2%	-17.4%	5.9%
15	COCCN(C(=O)CSc1nc2nc(C)cc(C)n2n1)c1c(N)n(Cc2ccccc2)c(=O)[nH]c1=O	3.5%	-1.7%	0.1%	-1.5%
16	COc1ccc(OCC(=O)Nc2ccc(S(=O)(=O)N3CCN(C)CC3)cc2)cc1	?	-7.0%	-1.6%	-4.6%
17	CCN1C(=O)/C(=C2/C=CC=CN2C)SC1=S	-22.4%	?	-2.7%	-26.2%
18	CCCN1CCC(=O)N([C@H](CSc2ccc(Br)cc2)Cc2ccccc2)CC1	.	-0.3%	8.8%	7.7%
19	CCCOc1ccc(CN(C(=O)c2cc(=O)c3ccc(C)cc3o2)C2CCS(=O)(=O)C2)cc1 (configuration not stated)	.	-9.2%	2.4%	.
20	O=C(O)c1ccc2c3c1cccc3c(=O)n1c3ccccc3nc21	.	?	-7.4%	-8.4%&1.2%

No.	GLA spleen mod	Tau fluor cs	HTT ATP protect	GAA glycogen mod
9	-0.2%	?	-15.5%[10 µM]	-5.3%
10	.	-7.0%	.	-8.6%[76.3 µM]
11	?	1.1%	-14.1%	7.4%
12	-5.8%	?	-23.1%	7.6%
13	3.5%	-3.9%	-4.7%	-3.7%
14	7.6%	-10.7%	-27.4%	4.7%
15	1.6%	-3.3%	-13.3%	-0.9%
16	2.0%	-13.0%	-14.6%[10 µM]	-6.0%
17	-9.4%	-9.6%	-31.6%	0.2%
18	-3.7%	10.8%	6.0%[10 µM]	0.7%
19	.	-9.4%	.	8.7%[76.3 µM]
20	-17.2%&0.5%	-12.4%	-10.0%	.

(continued)
No.	canonical_smiles	GAA inh	Tau fibril ThT	Tau fibril FP	aGlu spleen mod
21	COCCCn1c(SCC(=O)N(C)C)nnc1-c1ccccc1	-3.5%	-7.0%	-14.3%	-6.1%
22	CCN(CC)S(=O)(=O)c1ccc(NC(=O)C(C)N(c2ccc(OC)cc2)S(C)(=O)=O)cc1 (configuration not stated)	?	-9.2%	-1.4%	9.3%
23	Fc1ccc(C(NCCc2ccc(Cl)cc2)c2nnc(-c3ccccc3Cl)o2)cc1 (configuration not stated)	.	?	-11.1%	.
24	CCN1CNC(=S)N(CCc2ccccc2)C1	-4.8%	3.4%	0.1%	-1.8%
25	CSc1ccccc1NC(=O)Nc1ccccc1	-7.2%	-2.9%	2.9%	-3.7%
26	CC(=O)c1cccc(N(C(=O)c2ccco2)C(C(=O)NC2CCCC2)c2ccncc2)c1 (configuration not stated)	-1.6%	-4.9%	-0.2%	0.7%
27	CCCCNC(=O)C(C#N)c1nc2ccccc2nc1N1CCN(c2ccccc2F)CC1 (configuration not stated)	-18.7%[15.4 µM]	?	13.2%	-10.7%
28	COc1cc(NC(=O)CN2C(=O)C(c3ccc(C)cc3)=NC23CCCCCC3)cc(OC)c1	.	7.7%	?	.
29	COCCN(C(=S)Nc1ccc(C(C)C)cc1)C(C)c1cccs1 (configuration not stated)	-8.5%	-12.7%	-5.9%	4.2%
30	COc1ccc(-c2nc(C)ncc2N=Nc2ccccc2)cc1	-4.9%	?	14.6%	-3.0%

No.	GLA spleen mod	Tau fluor cs	HTT ATP protect	GAA glycogen mod
21	-2.7%	-10.9%	-2.2%[10 µM]	2.2%
22	11.0%	-25.9%	-11.6%	2.1%
23	.	-24.4%	.	-9.2%[76.3 µM]
24	-16.1%	4.6%	8.4%[10 µM]	11.5%
25	-1.5%	-1.6%	17.7%[1.9 µM]	-0.5%
26	-3.6%	4.0%	11.7%	2.5%
27	7.6%	-21.5%	-16.2%	-2.4%
28	.	-9.4%	.	-1.0%[76.3 µM]
29	2.6%	-27.8%	.	1.3%
30	3.1%	?	-37.0%	-0.8%

Following part:
No.	canonical_smiles	GAA inh	Tau fibril ThT	Tau fibril FP	aGlu spleen mod
31	CCCS(=O)(=O)N1CCCC(C(=O)c2ccccc2OC)C1 (configuration not stated)	10.9%	-3.3%	0.8%	0.5%
32	CCOC(=O)Cc1csc(NS(=O)(=O)Cc2ccccc2)n1	-9.4%	0.1%	-2.6%	-2.9%
33	COc1cc(NC(=O)COC(=O)c2cnc(C)cn2)c(C)cc1[N+](=O)[O-]	-3.1%	-12.7%	8.0%	-11.2%
34	NC(=O)CC(NC(=O)Cc1ccc(Br)cc1)c1ccc(NCCc2cccc(F)c2)c([N+](=O)[O-])c1 (configuration not stated)	.	?	?	-12.1%
35	Cc1oc2ccc(OCc3ccc(F)cc3)cc2c1C(=O)O	5.9%	-1.0%	-4.9%	10.1%
36	CCN(CC)S(=O)(=O)c1ccc2c(c1)N(CC(=O)NCc1ccccn1)C(=O)CO2	.	-12.5%	0.1%	6.4%
37	Cc1cc(Cl)ccc1OCC(=O)NCCCN1CCOCC1	1.5%	-1.0%	2.0%	-0.4%
38	CS(=O)(=O)N(CC(=O)NCC1CCCO1)c1ccc(Cl)c(Cl)c1 (configuration not stated)	1.9%	-17.6%	-3.7%	-7.3%
39	Cc1ccc2c(CSc3nc4ccccc4c(=O)n3CCCO)cc(=O)oc2c1C	-20.1%	-3.4%	-3.7%	-8.0%
40	CCOC(=O)C1=C(CS(=O)(=O)c2ccc(C)c(C)c2)NC(=O)NC1c1ccccc1OCC (configuration not stated)	.	-10.9%	-9.9%	.

No.	GLA spleen mod	Tau fluor cs	HTT ATP protect	GAA glycogen mod
31	4.3%	-11.2%	0.8%[10 µM]	8.3%
32	1.9%	6.9%	5.0%[0.074 µM]	-0.3%
33	-9.5%	-3.6%	-9.5%	-10.3%
34	-2.8%	-14.6%	7.2%[10 µM]	3.6%
35	-0.3%	-8.8%	19.9%	3.9%
36	6.4%	-11.8%	-6.1%[10 µM]	-1.0%
37	3.6%	4.5%	7.0%	-6.7%
38	-9.2%	-16.5%	18.2%[10 µM]	-1.3%
39	-15.7%	-11.5%	-38.7%[inhibitor]	-4.2%
40	.	-14.8%	.	1.6%[76.3 µM]

Remaining list, next part.
No.	canonical_smiles	GAA inh	Tau fibril ThT	Tau fibril FP	aGlu spleen mod
41	COc1ccc(C(c2nnnn2C(C)(C)C)N2CCN(C)CC2)cc1OC (configuration not stated)	-4.1%	-0.1%	0.8%	5.8%
42	Nc1nc(SC2c3cccc4cccc(c34)C2NS(=O)(=O)c2ccccc2)n[nH]1 (configuration not stated)	-6.0%	0.2%	-8.3%	-22.6%
43	COc1ccc(CN(C(=O)c2ccco2)C2CC(C)N(C)CC2C)cc1 (configuration not stated)	2.2%	-7.1%	-2.6%	-12.4%
44	CCCCN(CC)CCNC(=O)C1c2cc(OC)c(OC)cc2C(=O)N2CCc3ccccc3C12 (configuration not stated)	3.1%	2.0%	-4.5%	-3.7%

No.	GLA spleen mod	Tau fluor cs	HTT ATP protect	GAA glycogen mod
41	24.9%	1.7%	5.5%	-2.2%
42	-1.8%	-11.6%	2.7%[10 µM]	6.6%
43	10.4%	-3.3%	19.1%[0.074 µM]	1.9%
44	1.9%	0.2%	-26.2%	13.4%

Assay outcomes deposited in PubChem by National Center for Advancing Translational Sciences (NCATS).
